Bioassay records: PubChem BioAssay, several laboratories
NTR1 ag: NTR1-driven beta-arrestin-GFP spot formation – imaging, U2OS cells, high content, primary screen (AID 493036). agonist mode. P30989. activation, % at 20 µM. 330,000 tested, 0.17% active;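 active = activation at or above 40% of the spot to cytoplasm intensity ratio, with at least 20 cells analyzed; inconclusive = wells under 20 cells, flagged as cytotoxic or low count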;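 also: 0% = DMSO without peptide and 100% = 100 nM NTR1 peptide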
Target sequence (P30989 whole entry, looked up): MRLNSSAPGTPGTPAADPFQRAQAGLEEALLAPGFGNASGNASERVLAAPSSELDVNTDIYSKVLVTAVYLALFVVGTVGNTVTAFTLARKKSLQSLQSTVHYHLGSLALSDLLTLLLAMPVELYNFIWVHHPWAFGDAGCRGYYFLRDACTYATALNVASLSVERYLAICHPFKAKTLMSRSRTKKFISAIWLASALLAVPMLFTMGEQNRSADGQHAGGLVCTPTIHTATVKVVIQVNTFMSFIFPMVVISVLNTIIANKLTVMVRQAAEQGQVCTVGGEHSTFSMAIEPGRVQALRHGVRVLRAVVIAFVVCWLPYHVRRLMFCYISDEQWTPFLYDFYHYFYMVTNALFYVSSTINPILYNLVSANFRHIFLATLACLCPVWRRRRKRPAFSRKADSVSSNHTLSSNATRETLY
NOD1 NF-kB reporter: inhibition of NOD1-driven NF-kB reporter – cell-based, luminescence, uHTS, primary screen (AID 1578) | NOD1-driven NF-kB luciferase reporter cells, luminescence; higher % means a stronger effect | 290,000 tested, 1% active | inhibition, % at 4 µM, or EC50 in µM where a hit was titrated; in the data active = inhibition mostly above about 36%, no sharp cut-off; inactive = mostly below about 34%;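 also: HEK-293T reporter cells stimulated with the NOD1 agonist gamma-tri-DAP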
KOR beta-arrestin-1: kappa opioid receptor blockers – cell-based, luminescence, uHTS (AID 1778); KOR beta-arrestin recruitment, luminescence, antagonist mode; higher % means a stronger effect; one-dose inhibition, % at 10 µM; IC50 in µM for titrated hits; 290,000 tested, 0.091% active; in the data active = inhibition above about 50%; also: strong numbers were not always called active
GPR55 beta-arrestin: selective activators of receptor GPR55 – imaging, U2OS cells, beta-arrestin-GFP redistribution, primary screen (AID 1961) | U2OS GPR55 beta-arrestin-GFP redistribution imaging; higher % means a stronger effect | one-dose activation, % at 10 µM; EC50 in µM for titrated hits | 290,000 tested, 0.048% active;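 active = activation above 40% with more than 50 cells counted in the well; inconclusive = wells holding fewer than 50 cells, flagged as toxic or sparse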;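 also: U2OS osteosarcoma cells stably expressing GPR55 and beta-arrestin-GFP; plate controls were DMSO negative control for no effect and LPI positive control for full effect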
UTI89 phage lysis: inhibition of K1F phage lysis, E. coli UTI89, bacterial capsule biogenesis inhibitors, alamar blue (AID 488966); 340,000 tested, 0.02% active; E. coli UTI89 K1F phage lysis, alamar blue, 2 h; higher % means a stronger effect; inhibition, % at 100 µM, or IC50 in µM where a hit was titrated;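 active = phage lysis inhibition, versus mean bacterial control, above a set limit; inconclusive = no clear call, values can overlap the other calls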;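 also: capsule biogenesis inhibitors block K1F phage lysis so surviving cells raise fluorescence; higher fluorescence means more inhibition of phage lysis; actives were called in the ten point dose series up to 300 µM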
KOR beta-arrestin-2: KOR agonists, beta-arrestin recruitment, primary screen, cell-based, luminescence, uHTS (AID 1777) | KOR beta-arrestin recruitment, luminescence; higher % means a stronger effect | activation, % at 10 µM; hits with a dose series show EC50 in µM | 280,000 tested, 0.02% active; in the data active = activation above about 50%, passing the limit was not always enough; also: a part of the inactive calls stands beside numbers as strong as those of hits
GPR55 antagonists: inhibition of LPI-stimulated GPR55 beta-arrestin translocation – imaging, U2OS, beta-arrestin-GFP, LPI agonist, primary screen (AID 2013). U2OS GPR55 beta-arrestin-GFP translocation imaging, LPI antagonism; higher % means a stronger effect. inhibition, % at 10 µM; hits with a dose series show IC50 in µM. 290,000 tested, 0.13% active;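 active = spots per cell inhibited over 60%, with over 100 cells counted and total cytoplasm intensity under 500,000; inconclusive = wells with under 100 cells, flagged as likely toxic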;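 also: U2OS cells stably carrying GPR55 and arrestin-GFP stimulated by 5 µM LPI near EC80; imaged beta-arrestin-GFP aggregate spots per cell after agonist stimulation; plate controls were LPI-stimulated DMSO wells for no effect and DMSO wells without LPI for full effect; some results filed as inactive read as strong as hits; confirmed hits need IC50 under 10 µM and bright autofluorescent wells are also inconclusive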
GPR35 arrestin U2OS: GPR35 antagonists blocking zaprinast-driven arrestin recruitment, primary screen, imaging, U2OS, beta-arrestin-GFP, zaprinast agonist (AID 2058) | U2OS GPR35 beta-arrestin-GFP translocation imaging, zaprinast antagonism; higher % means a stronger effect | one-dose inhibition, % at 10 µM; IC50 in µM for titrated hits | 290,000 tested, 0.052% active;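 active = inhibition of at least 50% with at least 30 cells and total cytoplasm GFP at most 10,000,000; inconclusive = under 30 cells or total GFP of 10,000,000 plus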
Rac1 GTP hydrolysis: MgcRacGAP GTPase-activating activity inhibitors, confirmation, biochemical, ADP Hunter fluorescence; MgcRacGAP-stimulated Rac1 GTP hydrolysis, ADP Hunter fluorescence; higher % means a stronger effect; GST-tagged Rac1 F28L mutant substrate; inhibition, % at 30 µM; hits with a dose series show IC50 in µM; 340,000 tested, 0.6% active;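 active = first-screen hits whose inhibition reached a set limit at any dose in the follow-up dose series; inconclusive = inhibition above the set first-screen limit but never retested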;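 also: fluorescence reports GDP produced by GAP-driven GTP hydrolysis; strong numbers were not always called active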
NTR1 ag cell count 20 µM: also measured in NTR1 ag; calls as there; cell count; measured here: cell count, cytotoxicity flag
* hit, by the source's call; ? = inconclusive; . = not tested or not shown; [ ] = another dose, or the depositor's remark. Not all compounds are listed, so the mix of outcomes need not match the whole.

Second line of a record: NTR1 ag, NTR1 ag cell count 20 µM, NOD1 NF-kB reporter, KOR beta-arrestin-1, GPR55 beta-arrestin, UTI89 phage lysis, KOR beta-arrestin-2, GPR55 antagonists, GPR35 arrestin U2OS, Rac1 GTP hydrolysis
> CCc1c(C)nc2c(-c3ccccc3OC)c(C)[nH]n2c1=O
    0.5, 48, 13%, 11%, 0.3%, 0.5%, 2.5%, -3%, -3%, 12%
> CC1CCc2ccc(F)cc2N1S(=O)(=O)c1cccs1 (stereo not given)
    -0.8, 49, -2%, -1%, 0.0%, 0.2%, -1.9%, 0%, 7%, 5%
> CC1=Nc2ccccc2/C1=C\c1sc(Nc2ccc(C)cc2)nc1O
    9.1, 48, 1%, -128%, -0.3%, 7.0%, 0.8%, -9%, 9%, 0%
> COC(=O)CSc1nc2cc(C)ccc2cc1C#N
    0.0, 73, -114%, 8%, 0.0%, -0.2%, -1.5%, 6%, -10%, 8%
> N=C1S/C(=C\c2cccc3ccccc23)C(=O)N1c1ccc(F)cc1
    23, 56, -11%, -121%, -0.2%, 2.4%[50 µM], -5.2%, -2%, 2%, 6%
> O=C(CN(C(=O)c1csnn1)c1ccccc1C(F)(F)F)NC1CCCCC1
    1.0, 48, -12%, -29%, 0.8%, -0.1%, 8.8%, -8%, -1%, 2%
> COc1ccc(-c2[nH]nc3c2C(c2ccc(OC(=O)N4CCOCC4)cc2)C(C#N)=C(N)O3)cc1 (stereo not given)
    1.1, 72, -24%, -29%, -0.3%, ., -5.5%, 1%, -2%, .
> COC(=O)CC1Oc2ccccc2N(Cc2ccc(C)cc2)C1=O (stereo not given)
    0.1, 71, -4%, -22%, -0.1%, -0.2%, -2.2%, 2%, 1%, 5%
> Cc1ccccc1NC(=S)N1CCC(NC(=O)c2ccco2)CC1
    1.3, 39, -17%, 4%, 0.4%, -0.2%, -2.0%, -2%, 1%, 1%
> Clc1nc(N2CCOCC2)ncc1Br
    -0.8, 49, -6%, -12%, -0.2%, -1.6%, 0.8%, 14%, 8%, -1%
> COc1ccc(S(=O)(=O)N2CCN(Cc3cccc(OC)c3OC)CC2)cc1
    0.5, 68, -4%, -17%[20 µM], 0.0%, -0.9%, -5.6%, 4%, -11%, 3%
> O=C(NCCCN1CCCC1=O)c1ccc(OCc2ccccc2)cc1
    -0.9, 83, -7%, 1%, -0.1%, 0.1%, -0.6%, -2%, -20%, 4%
> Cc1nc(-c2ccc(S(=O)(=O)N3CCN(C4c5ccccc5-c5ccccc54)CC3)s2)cs1
    1.8, 52, -6%, 3%, 0.2%, 0.6%, 2.6%, -3%, -13%, 3%
> CC(=O)NCCC1CCN(C(=O)C2CCC(=O)N(C3CCCC3)C2)CC1 (stereo not given)
    -0.7, 68, -20%, -12%, 0.0%, 0.1%, 0.5%, 0%, -3%, 11%
> COc1ccccc1N(Cc1cc2cccc(C)c2[nH]c1=O)C(=O)C(C)C
    2.8, 38, -10%, -25%, -0.2%, 0.3%, -2.7%, 0%, 8%, 9%
> O=c1oc2ccccc2c2c1ncn2C1CCCCC1
    -0.7, 51, -17%, 9%, -0.1%, 5.4%, 9.2%, 3%, -5%, -6%
> CC(=O)OC(C(=O)NCc1ccco1)c1cccnc1 (stereo not given)
    -0.8, 65, ., -25%, -0.1%, -0.6%, -1.9%, 10%, -6%, 6%
> Cc1cccc(C(=O)Nc2cccc(C(=O)Nc3cc(C)ccn3)c2)c1
    0.0, 53, 15%, -28%, 0.3%, 0.1%, 1.0%, -2%, 0%, 10%
> O=C(Cc1c(F)cccc1Cl)Nc1cc(S(=O)(=O)N2CCCCC2)ccc1N1CCOCC1
    3.9, 63, -10%, 24%, -0.3%, 1.5%[50 µM], 5.2%, -3%, -10%, 9%
> Cc1cc(N2CCN(c3ccccc3)CC2)n2cc(-c3ccccc3)nc2n1
    3.5, 92, 4%, -24%, 0.2%, 0.1%, 9.9%, 15%, -4%, 15%
> C/C(CC(=O)Nc1ccc(C)c(Cl)c1)=N\NC(=O)c1ccco1
    -1.0, 95, -26%, -27%[20 µM], -0.1%, 1.2%, -6.3%, 2%, 9%, -2%
> O=C(CNC(=O)c1ccccc1F)OCC(=O)c1ccc(Cl)s1
    -1.5, 57, -25%, 11%, -0.1%, 0.3%, -3.5%, 13%, 15%, 8%
> CC(C)(C)C1CCC(OCC(O)CN2CCN(c3ccccn3)CC2)CC1 (stereo not given)
    1.7, 54, -2%, 17%, -0.3%, 0.5%, -2.0%, 8%, 2%, 10%
> S=c1[nH]nc(-c2ccco2)n1Cc1ccccc1
    1.4, 54, -15%, -6%, -0.2%, -0.5%, -4.8%, 6%, -4%, ?
> CN(C)c1ccc(N/C(N)=N/c2nc(C(F)(F)F)cc(C(F)(F)F)n2)cc1
    2.7, 42, -3%, 7%, 0.7%, -0.4%, -1.5%, 5%, 7%, 7%
> CC1=C(C(=O)N2CCOCC2)C(c2cc(C)cs2)NC(=O)N1 (stereo not given)
    2.5, 60, 4%, -17%, -0.1%, -1.4%, -2.8%, 4%, 30%, 4%
> COc1ccc(-c2csc(NC(=S)NC(=O)c3cc4ccccc4o3)n2)cc1Br
    0.6, 59, -40%, 10%, 0.2%, 0.3%, -2.0%, 6%, 3%, 11%
> O=C1N(Cc2cccnc2)C[C@@H]2C[C@@H](c3ccc4nonc4c3)N3CCC[C@@]123
    0.5, 76, -32%, -2%[20 µM], -0.1%, -0.1%, ., -13%, 4%, 4%
> Cc1ccc(N=C2c3ccccc3C(=O)C2[N+](=O)[O-])cc1C (stereo not given)
    1.4, 45, -24%, -13%, -0.2%, 0.0%, -1.1%, 9%, -12%, 10%
> CCOC(=O)c1ccc(N2C(=O)CC(SCC(=O)Nc3ccc(S(N)(=O)=O)cc3)C2=O)cc1 (stereo not given)
    0.8, 70, -25%, 15%, 0.1%, -0.1%, -4.3%, 6%, 9%, 11%
> O=C1C(=O)N(CCS(=O)(=O)c2ccccc2)c2ccccc21
    -0.7, 67, -28%, -72%, 0.1%, 0.3%, 0.4%, -16%, 2%, 3%
> O=C(O)c1ccc(S(=O)(=O)c2ccc([N+](=O)[O-])cc2[N+](=O)[O-])cc1
    1.5, 90, -14%, -16%, -0.1%, 0.3%, -2.9%, -4%, -4%, -3%
> OC(COc1ccc(Cl)cc1)CN1CCN(c2ccccc2)CC1 (stereo not given)
    -1.2, 47, 1%, -12%, 0.6%, 0.2%, -1.1%, 6%, -6%, 4%
> O=C(Nc1cccc(F)c1)Nc1ccccn1
    -2.9, 82, 24%, 7%, 0.3%, 0.0%, -1.0%, 8%, -1%, 14%
> CCCCC(=O)Nc1nc2c(OC)ccc(OC)c2s1
    19, 84, -42%, -35%, -0.1%, -2.5%, 3.1%, -3%, -7%, 11%
> Cc1c(NC(=O)CCC2CCCCC2)c(=O)n(-c2ccccc2)n1C
    1.6, 52, 17%, -5%, 0.0%, -2.7%, 3.9%, 4%, 5%, -3%
> COc1ccc(-c2nnc(NC(=O)Cc3ccccc3)o2)cc1
    0.9, 65, -24%, -7%, -0.2%, -0.3%, -1.3%, 6%, -5%, 8%
> CCn1c(SCC(=O)NCc2ccco2)nc2cccnc21
    1.1, 48, -12%, -19%, -0.2%, 2.4%, 1.9%, -10%, -6%, 4%
> Cc1csc2ncc(C(=O)NCc3ccco3)c(=O)n12
    -0.9, 69, -28%, -4%, 0.1%, 0.3%, 1.8%, 7%, -2%, 5%
> CSc1ccc(C(=O)N2CCC(n3nccc3NC(=O)C3CC3)CC2)cc1
    0.3, 56, -26%, -10%, 0.0%, 0.1%, -0.1%, 2%, 2%, -5%
> Cn1c(N)c(C(=O)COC(=O)C2(c3ccc(F)cc3)CCCC2)c(=O)n(C)c1=O
    5.4, 38, 11%, 27%, 0.2%, 1.4%, -1.0%, -4%, 4%, 10%
> O=C(CSc1nnc(-c2c[nH]c3ccccc23)n1CC1CCCO1)Nc1ccc2c(c1)OCCO2 (stereo not given)
    -0.3, 31, -19%, -3%, -0.2%, -0.1%, -5.6%, -1%, -2%, 9%
> CCOc1cccc(-c2c(C(=O)N/N=C/c3ccc(C)o3)nnn2-c2nonc2N)c1
    0.4, 58, 2%, 0%, 0.0%, 0.0%, -3.2%, 22%, -13%, 7%
> Cc1cc(=O)oc(C)c1C(=O)NCC(C)NC(=O)c1c(C)cc(=O)oc1C (stereo not given)
    -2.1, 23, -25%, -15%, 0.0%, -0.8%, 1.6%, -7%, 6%, 6%
> CC1=C(C#N)C(c2ccc(O)cc2)C2=C(CC(C)(C)CC2=O)N1 (stereo not given)
    2.3, 56, -10%, 10%, 0.2%, 2.0%[50 µM], -1.1%, 5%, 0%, 9%
> C=CCOc1ccc(C2C3=C(CCCC3=O)N(CC(=O)O)C3=C2C(=O)CCC3)cc1OCC
    0.9, 67, -9%, 13%, -0.1%, 1.0%, 0.1%, -6%, 4%, 11%
> CCc1nc2ccc(C(=O)N3CCN(c4ccccc4)CC3)cc2nc1CC
    -0.3, 58, -13%, 18%, -0.1%, 0.6%, -0.5%, 8%, -5%, 7%
> COc1ccc(CCNC(=O)C(NC(=O)OCc2ccccc2)C(C)C)cc1OC (stereo not given)
    1.5, 55, 5%, -28%, 0.0%, 0.9%, 9.6%, 3%, 4%, 8%
> COc1ccc(OC)c(S(=O)(=O)N2CCC(C(=O)NC(C)c3ccccc3)CC2)c1 (stereo not given)
    -0.5, 98, -9%, 20%, 0.3%, 0.5%, -0.2%, 6%, 16%, 8%
> Cc1cc(C)cc(N(CC(=O)Nc2ccc(C(F)(F)F)cc2)S(=O)(=O)c2c(C)[nH]c(=O)[nH]c2=O)c1
    -1.5, 58, -34%, -18%, -0.1%, -0.6%, -5.8%, 6%, -5%, 3%
> COc1cc(C(=O)NCCOc2ccccc2C)c(Br)c(OC)c1OC
    0.2, 90, 46%, -22%, -0.3%, 0.0%, 6.9%, -1%, 9%, 10%
> COc1ccc(C(=O)C[n+]2ccc(N(C)C)cc2)cc1
    -0.6, 49, 3%, -11%, -0.3%, -0.1%, 6.4%, -9%, 9%, 1%
> CC1=C(C(=O)OC(C)C)C(c2ccc(N(C)C)cc2)C2=C(CC(C)(C)CC2=O)N1 (stereo not given)
    -0.1, 101, -15%, -13%, 0.3%, 0.1%, 3.3%, 1%, 18%, 11%
> Cc1cc2nc(/N=C(\N)NC(=O)C(C)C)nc(C)c2cc1C
    5.4, 50, -3%, 9%, -0.6%, 2.7%, -0.9%, -11%, -7%, 12%
